Eya2 inh – blocks the phosphatase activity of human Eya2; O00167; recombinant Eya2, OMFP fluorescence dephosphorylation (OMFP is methylfluorescein phosphate); Potency, µM (titrated, usually from 76.9 µM), for the others: at the highest dose activity, negative = inhibition, most hits filed as inhibitors; 330,000 tested, 0.006% active; AID 488837; note: potency is the fitted concentration of half-maximal effect; % is set by controls: 0 for no effect and ±100 for the full control effect
Target sequence (O00167 whole entry, looked up): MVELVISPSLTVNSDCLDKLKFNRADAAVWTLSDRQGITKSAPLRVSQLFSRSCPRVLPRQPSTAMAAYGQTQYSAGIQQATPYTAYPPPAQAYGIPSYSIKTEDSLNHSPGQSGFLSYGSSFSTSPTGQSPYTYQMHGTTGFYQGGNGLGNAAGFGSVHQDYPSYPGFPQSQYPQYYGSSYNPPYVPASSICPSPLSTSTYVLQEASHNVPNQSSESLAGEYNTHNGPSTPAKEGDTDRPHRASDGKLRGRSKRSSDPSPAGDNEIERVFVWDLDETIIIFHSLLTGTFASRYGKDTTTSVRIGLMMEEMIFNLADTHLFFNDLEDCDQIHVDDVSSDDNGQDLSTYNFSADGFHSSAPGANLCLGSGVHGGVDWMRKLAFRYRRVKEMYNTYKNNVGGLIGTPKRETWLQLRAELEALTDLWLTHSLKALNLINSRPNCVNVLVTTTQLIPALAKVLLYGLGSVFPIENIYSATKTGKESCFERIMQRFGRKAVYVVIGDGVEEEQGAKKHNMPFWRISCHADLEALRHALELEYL
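Eya2 (0.2 uM) preincubated 10 min at ambient with compound, then OMFP substrate added at 50 uM; 10 min reaction in 50 mM HEPES pH 7.5, 50 mM NaCl, 5 uM MgCl2, 0.05% BSA, 1 mM DTT. Fluorescence read at Ex 485/Em 525 nm.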
Tb PFK block – inhibitors of T. brucei phosphofructokinase; Potency, µM (highest dose often 57.5 µM), for the others: at the highest dose activity, negative = inhibition, usual class: inhibitors; AID 485367; 330,000 tested, 0.17% active; O15648; T. brucei PFK, ADP-Glo luminescence;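 note: potency is the fitted concentration of half-maximal effect; 0% = uninhibited 1x PFK enzyme wells and -100% = no-enzyme wells; nearly all actives have a fitted effect of over 60% in size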
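Activity is normalized to no-enzyme wells (full inhibition) and 1.25 nM enzyme wells (no inhibition). Reaction: 0.5 mM F6P, 0.1 mM ATP, 45 min RT, ADP-Glo luminescence; concentration-response curves fitted and classed by quality.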
TSG101-PTAP inh – blocks PTAP/TSG101 interaction to inhibit HIV-1 budding; Fluorescence polarization, FITC-PTAP peptide / Tsg101 binding; Potency, µM (highest dose often 115 µM), for inactives: at the top dose activity change, negative = inhibition, usual class: inhibitors; 340,000 tested, under 10 active; Q99816; active = well fitted inhibition curve with a large enough effect in the main read-out, with a control signal flat, not every such curve was filed as active; inconclusive = small, poorly fitted or top-dose-only effect, or effect the other way, or a change in a side signal; inactive = no such curve, though single readings can be large or run the other way; note: potency is the fitted concentration of half-maximal effect; % of control where 0% means no effect
Target sequence (Q99816 whole entry, looked up): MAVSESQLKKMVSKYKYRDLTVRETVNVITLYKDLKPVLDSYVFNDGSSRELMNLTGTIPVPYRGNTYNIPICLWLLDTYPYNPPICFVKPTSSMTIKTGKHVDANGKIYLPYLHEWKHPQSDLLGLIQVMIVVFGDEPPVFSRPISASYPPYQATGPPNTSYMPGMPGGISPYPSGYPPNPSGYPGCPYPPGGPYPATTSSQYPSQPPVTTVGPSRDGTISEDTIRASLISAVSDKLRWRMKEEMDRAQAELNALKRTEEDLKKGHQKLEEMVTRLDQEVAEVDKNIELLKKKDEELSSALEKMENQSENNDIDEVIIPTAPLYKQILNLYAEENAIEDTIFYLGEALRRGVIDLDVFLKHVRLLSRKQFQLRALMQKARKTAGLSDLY
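Fluorescence polarization binding of Tsg101 binding domain (10 uM final) to FITC-labeled PTAP peptide (50 nM final) in HEPES pH 7.5 buffer with NaCl, Tween 20, EDTA, TCEP. Compounds added before peptide; binding 20 min at RT.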
BCR signal inh – inhibitors of chronic active B-cell receptor signaling. ABC-DLBCL IkBa-CBG/CBR reporter, luminescence ratio, 4 h. Potency, µM (titrated, usually from 46.1 µM), inactives show at the highest dose ratio change, negative = lower green/red ratio, usual class: inhibitors. 340,000 tested, 0.05% active. AID 493014; active = well fitted inhibition curve with a large enough effect in the signal ratio, with a control signal flat, not every such curve was filed as active; inconclusive = small, poorly fitted or top-dose-only effect, or effect the other way, or a change in a side signal; the % refers to the signal ratio;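 note: potency is the fitted concentration of half-maximal effect; plate controls were basal doxycycline-induced cells for no effect and cells given 10 µM MG132 for full effect; MG132 reads +100%, hits lower the ratio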
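Concentration-response series (up to 46 uM) were applied to TMD8 dual-reporter cells for 4 h at 37C with doxycycline. Green/red ratio, after filter-overlap correction, defined %Activity; red signal alone was normalised to basal cells and zero luminescence.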
ELG1 DNA repair – blocks ELG1-dependent DNA repair in HEK293T cells; HEK293T ELG1-luciferase reporter, luminescence, 16 h; DNA damage induced by 5-fluorouridine; Potency, µM (highest dose often 46.1 µM), for the others: at the top dose activity change, negative = inhibition, hits mostly inhibitors; AID 504467; 330,000 tested, 2.3% active; note: potency is the fitted concentration of half-maximal effect; % is set by controls: 0 for no effect and ±100 for the full control effect; nearly all actives have a fitted effect of over 55% in size
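DMSO vehicle served as the neutral condition. Each well held 2,000 cells given 5-fluorouridine plus compound; after 16 hr at 37 °C/5% CO2, ONE-Glo was added and luciferase measured 30 min later.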
Mito fusion act – blocks mitochondrial division or promotes mitochondrial fusion | S. cerevisiae fusion-defective mutant growth rescue, CellTiterGlo 48 h | 320,000 tested, 0.23% active | AID 485298 | Potency, µM (top dose mostly 46.1 µM), for the others: at the highest dose growth rescue (activation), hits mostly activators;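 note: potency is the fitted concentration of half-maximal effect; % of control where 0% means no effect; nearly all actives have a fitted effect of over 45% in size; temperature-sensitive fusion mutants such as fzo1-1 at 37 °C on non-fermentable ethanol glycerol medium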
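Luminescent cell viability in 1536-well qHTS format served as the measure of rescued growth in ts fusion-mutant S. cerevisiae cultured on non-fermentable YPEG for 48 hours at 37C.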
B2AR arrestin – beta2AR (human) beta-arrestin recruitment activity | P07550 | beta-arrestin recruitment to beta2AR, cell-based reporter | Potency, µM (titrated, usually from 46.1 µM), for inactives: at the highest dose activation, hits mostly activators | 330,000 tested, 0.02% active | AID 492947;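 note: potency is the fitted concentration of half-maximal effect; 0% = DMSO controls and full agonism = EC100 isoproterenol or metaproterenol; nearly all actives have a fitted effect of over 65% in size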
TSHR antag – human thyrotropin receptor antagonism. TSHR-expressing cells, TSH-stimulated cAMP HTRF, 2 h; stronger effect = lower value. 330,000 tested, 0.2% active. activity change, negative = inhibition, % at 11.5 µM. P16473;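 active = activity change below a set negative limit, meaning inhibition stronger than a set level, cut at about -70% in these data; inconclusive = activity change between two set negative limits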; note: % is set by controls: 0 for no effect and ±100 for the full control effect
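Freshly harvested TSHR cells receive pin-tooled compound, then EC80 TSH at 4nM final. After 2 hours at 37 deg C, antibody in lysis buffer and cAMP-d2 are added; 30 minutes at ambient temperature precede the HTRF read.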
TCR act – T cell receptor activation. primary human leukocytes, anti-CD3, IL-2 HTRF, 48 h. Potency, µM (highest dose often 9.22 µM), inactives show top-dose activation of IL-2 secretion, usual class: activators. 330,000 tested, under 10 active. AID 504894; note: % of control where 0% means no effect
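Primary human leukocytes receive a-CD3 beads and test compound and are incubated 48 hr. Secreted IL-2 is then assayed by HTRF, measuring 665nm acceptor emission after 320nm excitation of the europium donor.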
uPA surface inh – blocks generation of uPA at the cell surface; cell surface uPA generation assay, qHTS; Potency, µM (top dose mostly 38.3 µM), inactives show top-dose activity change, negative = inhibition, actives largely listed as inhibitors; 330,000 tested, 0.31% active; active = well fitted inhibition curve with a large enough effect; inconclusive = small, poorly fitted or top-dose-only effect; inactive = no such curve, though single readings can be large or run the other way; tested in mouse RAW 264.7 cells; note: potency is the fitted concentration of half-maximal effect; % is set by controls: 0 for no effect and ±100 for the full control effect; nearly all actives have a fitted effect of over 55% in size
USP2a inh – inhibitors of human ubiquitin-specific protease USP2a; AID 463254; O75604; 330,000 tested, 0.01% active; Potency, µM (series often up to 38.3 µM), for the others: at the top dose activity change, negative = inhibition, most hits filed as inhibitors; USP2 core, Ub-CHOP2 coupled fluorogenic reporter, 485/531;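 note: potency is the fitted concentration of half-maximal effect; plate controls were DMSO wells for no effect and full inhibition by NEM control for full effect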
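Cell-free coupled assay: 10nM USP2 core preincubated 30min RT with compound in Tris-HCl pH 8.0/CaCl2/CHAPS buffer, then 25nM Ub-CHOP2 and 25nM reporter substrate; fluorescence (Ex 485/Em 531) read after 60min RT, normalized to NEM inhibition, concentration-response curves fitted.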
Starred values were filed as active, the others as inactive; ? = inconclusive; nt = not tested or not shown; [ ] = remark or other dose. Unless noted, calls come from the whole dose curve; as a rule, active = well fitted curve in the direction sought with a large enough effect; inconclusive = small, poorly fitted or top-dose-only effect, or another doubt; inactive = no such curve, though single readings can be large; an effect the other way counts as inactive or inconclusive. No enrichment for hits; about 3% have a hit in one of these screens.

SMILES,ELG1 DNA repair,Mito fusion act,USP2a inh,uPA surface inh,Tb PFK block,Eya2 inh,TSHR antag,TCR act,TSG101-PTAP inh,BCR signal inh,B2AR arrestin
Cc1ccccc1CSCC(=O)NCCSc1ccccn1,22%,2%,3%,-2%,1%,11%,-3,1%,-1%,-8%,0.2%
COc1ccc(CNC(=O)CC2C(=O)NCCN2CC(C)(C)C)c(OC)c1 (configuration not stated),?,-10%,0%,1%,1%,-1%,-5,8%,-5%,0%,0.3%
Cc1ccc(C)c(NC(=O)COC(=O)CCNC(=O)c2ccco2)c1,10%,1%,0%,-5%,-2%,-2%,2,-9%,-9%,-4%,-0.9%
Cc1ccc2nc(SCc3ccccc3)c(C=O)c(=O)n2c1,3%,11%,1%,-1%,4%,-12%,-7,0%[46.1 µM],-3%,-4%,-0.7%
O=S1(=O)C=C(Oc2ccc(F)cc2)c2ccccc21,6%,5%,-1%,-1%,-1%,-5%,16,7%,-1%,1%,-0.3%
Cc1ccc(S(=O)(=O)N2[C@@H](c3cccc(Cl)c3)C(C(=O)O)=CC[C@H]2c2cccc(Cl)c2)cc1,11%,3%,1%,15%,0%,3%,-2,-6%,-2%,0%,0.4%
CNc1cc([N+](=O)[O-])ccc1N/C=C/C(=O)c1cccs1,?,6%,-1%,-4%,-5%,-4%,-2,1%[46.1 µM],-5%,-14%,-0.4%
O=C(c1ccc(Br)o1)N(c1ccccn1)C1CCCCC1,13%,15%,-1%,-1%,0%,0%,7,-8%[46.1 µM],-2%,1%,-0.5%
COc1ccc(NCc2nnc(SCC(=O)c3ccc(OC)cc3)n2C)cc1,?,0%,-4%,-1%,-1%,-3%,37,10%,2%,0%,-0.9%
CCOc1ccc(C(C)=O)cc1CN1C(=O)c2ccccc2S1(=O)=O,5%,4%,3%,-12%,5%,-7%,-2,-2%,-4%,-11%,-0.1%
COc1cc(C(C)=O)ccc1Oc1ncnc2c1cnn2-c1ccc(C)c(C)c1,16%,-1%,-4%,7%,-2%,-1%,35,-5%[46.1 µM],0%,9%,0.0%
CC(C)(C)C(=O)COC(=O)c1cc(-c2ccncc2)nc2ccccc12,?,-6%,1%,-2%,1%,-19%,2,1%,-10%,-8%,-0.1%
COC(=O)c1sc2nc(SCc3ccccc3C#N)n(N)c(=O)c2c1C,-2%,1%,1%,5%,1%,1%,-4,-8%[46.1 µM],-1%,4%,-0.3%
COc1ccc(NC(=O)CN(C)CC(=O)NC2CCCCC2C)cc1 (configuration not stated),11%,1%,0%,-5%,1%,19%,2,1%,-1%,0%,0.0%
CCCN(CCC)S(=O)(=O)c1cccc(C(=O)Nc2ccc3c(c2)OCO3)c1,?,16%,0%,?,5%,15%[15.4 µM],11,2%,-3%,2%,0.3%
COc1ccc(NC(=O)COC(=O)C23CC4CC(CC(Cl)(C4)C2)C3)c(OC)c1,?,6%,2%,0%,-4%,8%,-4,-2%,-2%,0%,0.1%
COc1ccc(N2CCN(c3nc(Cl)nc(Nc4ccc(F)cc4)n3)CC2)cc1,?,nt,0%,-7%,0%,-8%,-4,-2%[46.1 µM],-3%,1%,-1.3%
C=CCc1cccc2cc(C(=O)N(C)C)c(=O)oc12,1%,1%,-2%,-1%,6%,-3%,2,-1%,1%,2%,-0.4%
COc1ccc(OCC(O)CNC2CCCC2)cc1 (configuration not stated),1%,2%,-1%,-4%,0%,16%,-3,-2%,0%,-3%,-1.0%
Cc1c(NCc2ccncc2)cccc1C(=O)O,5%,2%,2%,0%,0%,?,-7,-4%,0%,4%,0.1%
Oc1ccccc1N1CCN(c2nc(-c3cccs3)nc3ccccc23)CC1,?,19%,0%,-4%,-6%,0%,33,3%,-4%,13%,-0.3%
O=C(CCc1ccccc1)N1CCN(S(=O)(=O)c2cccs2)CC1,-2%,0%,2%,7%,-2%,2%,29,-7%,-3%,1%,-0.4%
CCOc1ccccc1/C=N/Nc1ccccc1[N+](=O)[O-],?,-1%,1%,3%,0%,-1%,18,-6%,-1%,6%,0.1%
O=C(Nc1ccc(Nc2ccccc2)cc1)c1cccc(F)c1,?,-5%,2%,-40%,-2%,-6%,-1,13%,0%,?,0.0%
Cc1cc(=O)oc(C)c1C(=O)n1nc(C)c2c1C[C@@H]1[C@H]2C1(C)C,-25%,3%,2%,5%,1%,13%,-1,-2%,-1%,-1%,-1.1%
Cc1cc(C)nc(-n2nc(C)cc2NC(=O)C(C)C)n1,23%,9%,0%,12%,-3%,-6%,12,5%,-5%,7%,0.1%
CN(C)S(=O)(=O)c1ccc(NC(=O)CN2CCN(c3ccccn3)CC2)cc1,-5%,8%,2%,0%,-2%,-9%,-1,0%,-1%,?,0.6%
COc1ccc(CNC(=O)C2CCN(C(=O)c3ccc(-c4ccccc4)cc3)CC2)cc1,?,3%,4%,4%,-1%,-4%,11,nt,-13%,?,-0.4%
O=C(O)Cc1c(C(=O)O)[nH]c2ccc(C(=O)O)cc12,1%,-11%,4%,1%,-7%,7%,4,7%,-5%,?,0.5%
O=C(NCc1cccnc1)c1cc(Cl)ccc1[N+](=O)[O-],10%,-3%,0%,0%,2%,11%,4,0%[46.1 µM],-6%,4%,-0.7%
CCOC(=O)Cc1c(C)nc2cc(-c3ccc(Cl)cc3)[nH]n2c1=O,?,-1%,4%,2%,0%,-36%,-4,4%,11%,?,-1.0%
Nc1ncnc2sc3c(c12)CCNC3,-1%,-3%,-9%,-4%,-16%,9%,23,3%,1%,-2%,0.2%
COc1ccc(NC(=O)CNC(c2ccccc2)c2ccccc2)cc1,-6%,2%,4%,0%,-1%,-5%,3,5%,-2%,-7%,0.0%
COc1cc2ccccc2cc1C(=O)Nc1ccc(C)cn1,?,1%,0%,0%,-1%,-11%,-17,-9%,-1%,0%,-0.1%
O=C(Nc1ccccc1)OC1C2CCC1C(N1CCCCC1)CC2 (configuration not stated),22%,-7%,1%,-2%,0%,-3%,13,-7%,-4%,-10%,-1.0%
CCc1ccc(C2NC(c3ccc(CC)cc3)C([N+](=O)[O-])C(C)(C)C2[N+](=O)[O-])cc1 (configuration not stated),-11%,20%,-1%,4%,0%,3%,28,0%[46.1 µM],-1%,?,4.4%
CC(C)CN1C(=O)c2ccc(C(=O)Nc3ccc(O)cc3C(=O)O)cc2C1=O,21%,-4%,10%,10%,1%,10%,-8,-5%,-2%,-2%,-0.5%
CCCCn1nc(C(=O)NCC(c2cccs2)N2CCOCC2)c2ccccc2c1=O (configuration not stated),18µM*,18%,3%,11µM*,0%,-2%,-29,-2%,-2%,?,0.3%
Cc1ccccc1C([O-])=Nc1ccc[n+](-c2nc3ccccc3nc2NS(=O)(=O)c2ccccc2)c1,-12%,4%,3%,8%,2%,-5%,6,0%,-6%,10%,0.2%
O=C(CC1(O)C(=O)N(C/C=C/c2ccccc2)c2ccccc21)c1ccccn1 (configuration not stated),2%,-6%,-1%,nt,-9%,13%,-3,4%,-7%,?,-0.3%
COc1cc(CCc2ccccc2)c(C(=O)O)c(O)c1C/C=C(/C)CCC=C(C)C,?,nt,-17%,-2%,-11%,-28%,?,-2%[46.1 µM],-21%,?,-0.4%
O=C(COC(=O)c1ccccc1Br)NCc1cccs1,?,nt,-1%,-4%,-3%,-17%,nt,-4%,-1%,-10%,-0.1%
CN(C)c1ccc(C(=O)/C=C/c2ccc(Br)cc2)cc1,?,2%,0%,8%,0%,-2%,-6,5%[46.1 µM],9%,-1%,-1.1%
Cc1nnc(SCC(=O)N2CC(=O)Nc3ccccc32)n1Cc1ccccc1,0%,-1%,-2%,2%,-1%,5%,12,-3%,-4%,5%,0.3%
CCOC(=O)c1sc2nc3c(cc2c1N)C(=O)CC(C)(C)C3,?,nt,4%,10%,-1%,-10%,2,0%[46.1 µM],0%,7%,-0.7%
O=S(=O)(Nc1cccc(S(=O)(=O)N2CCOCC2)c1)c1ccc2c(c1)OCCO2,0%,-2%,1%,-2%,0%,1%,19,1%,-8%,?,-0.2%
CCC(C)(C)NC(=O)CN(Cc1cccs1)C(=O)C(=O)Nc1ccc2c(c1)OCCO2,6%,9%,-2%,-8%,-11%,6%,-4,8%,-8%,?,-1.4%

High-throughput results (PubChem)
